# Screening results: PubChem, several laboratories
# MsrA inh – bovine MsrA enzyme inhibitors, primary screen, biochemical, absorbance, HTS; Methionine sulfoxide reductase A (Bos taurus); purified bovine MsrA, absorbance read-out; inhibition, % at 15.5 µM; actives 0.75% (n = 360,000); in the data active = inhibition above about 4.5%;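 also: 0% = vehicle wells with enzyme and 100% = reference inhibitor wells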
# Neddyl block – inhibitors of cullin neddylation, primary screen, biochemical, TR-FRET, uHTS, NAE and Ubc12; NEDD8-conjugating enzyme Ubc12 (Homo sapiens) + NEDD8-activating enzyme E1 regulatory …; calls only at 25 µM; actives 0.58% (n = 360,000); AID 651699, 2012; in the data active = inhibition above about 36%
# MsrA act – bovine MsrA enzyme activators, primary screen, biochemical, absorbance, HTS; Methionine sulfoxide reductase A (Bos taurus); purified bovine MsrA, absorbance read-out; activation, % at 10.6 µM; actives 0.3% (n = 360,000); AID 602163, 2012; in the data active = activation above about 7.5%;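 also: 0% = vehicle and 100% = reference activator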
# Rin1-Abl PPI inh – inhibitors of Rin1-Abl protein binding, primary screen, biochemical, TR-FRET | Tyrosine-protein kinase ABL1 (Homo sapiens) + Ras and Rab interactor 1 (Homo sapiens), … | inhibition, % at 7.35 µM | actives 0.4% (n = 360,000) | AID 588664, 2011; in the data active = inhibition above about 5%, passing the limit was not always enough
# E coli Lon inh – inhibitors of E. coli Lon protease, primary screen, biochemical, fluorescence polarization; actives 0.42% (n = 360,000); P0A9M0; inhibition, % at 7.94 µM; purified E. coli Lon protease; in the data active = inhibition above about 13%, passing the limit was not always enough;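 also: 0% = enzyme with probe and DMSO and 100% = no enzyme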
# MT1-MMP act inh – blockers of MT1-MMP proenzyme processing, primary screen, HT1080 RFP-PRO-GFP cells, GFP/RFP fluorescence. Matrix metalloproteinase-14 (Homo sapiens), P50281. GFP/RFP ratio fluorescence, overnight; percent of plate control window, DMSO zero. GFP/RFP ratio change, % at 20 µM. actives 0.061% (n = 360,000). AID 651647, 2012;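 active = GFP/RFP ratio change of at least 30% with cell ATP level not reduced by more than half and red fluorescence within 50% of control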; also: strong numbers were not always called active
#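 Read-out: GFP/RFP fluorescence ratio; Test system: RFP-PRO-GFP reporter HT1080 cells; Compound dosing: single-point 20 µM compound, 1% DMSO; Times: overnight compound exposure at 37 °C.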
# CendR NRP1 mod – modulators of CendR peptide binding to NRP-1, primary screen, biochemical, fluorescence polarization, uHTS; FAM-RPARPAR peptide binding to NRP-1; inhibition, % at 25 µM; AID 602438, 2012; Neuropilin-1 (Homo sapiens), O14786; actives 0.85% (n = 360,000);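 active = inhibition or corrected inhibition above about 18%, plus a signal ratio from 0.5 to 1.5, limit read from the data, passing the limit was not always enough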; also: strong numbers were not always called active
# SKN-1 inh – suppressors of acrylamide-induced Pgst-4::GFP reporter in worms, primary screen, SKN-1 inhibitor project, whole organism, uHTS, GFP/RFP fluorescence ratio, strain VP596; AID 624304, 2012; C. elegans VP596 Pgst-4::GFP/RFP ratio, 24 h; actives 0.49% (n = 360,000); inhibition, % at 21.8 µM;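 active = interference check ratio from 0.5 to 1.5 plus GFP to RFP signal ratio inhibition reaching or exceeding a fixed threshold, cut at about 30% in these data, passing the limit was not always enough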; also: some compounds called inactive have numbers as strong as hits
# FAS TE block – FAS thioesterase domain inhibitors, primary screen, biochemical, fluorescence intensity, uHTS; Fatty acid synthase (Homo sapiens), P49327; recombinant FAS-TE, OMFH fluorogenic substrate, fluorescence endpoint; inhibition, % at 15 µM; actives 0.67% (n = 360,000);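 active = compounds whose normalised, plate-corrected inhibition of enzyme fluorescence in the single-dose primary screen is 50% or more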;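 also: 0% = DMSO with enzyme and 100% = substrate without enzyme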
# Active calls of the source: *; i = inactive; / = no result given.
SMILES,MsrA inh,Neddyl block,MsrA act,Rin1-Abl PPI inh,E coli Lon inh,MT1-MMP act inh,CendR NRP1 mod,SKN-1 inh,FAS TE block
C=CCn1c(CNC(=O)c2ccco2)nnc1SCC(=O)c1ccc(OC)cc1,0.0,i,-3,4,-1,-1,-15,1,-2
Cc1ccc(C)c(N2CCN(C(=O)Cn3c(=O)oc4cc(S(=O)(=O)N5CCCC5)ccc43)CC2)c1,/,i,0,0,-14,-5,-11,-15,23
Cc1ccc(CO/N=C/C2=C(Cl)c3ccccc3CC2)cc1,0.1,i,-6,1,-4,-2,-13,-7,19
COc1ccc2c3c(ccc2c1)C(=O)/C(=C/O)CC3,0.8,/,-5,-1,-24,-2,-37,20,-9
CCOC(=O)c1c(NC(=O)C2CCCN(S(=O)(=O)c3ccccc3)C2)sc2c1CCCC2 (configuration not stated),0.8,i,0,0,-4,-5,-10,5,37
Cc1cccc(C)c1NC(=O)c1cc2c(=O)c3ccccc3oc2nc1C(F)(F)F,-0.1,i,1,1,-5,2,-9,15,-11
CCOc1cc(/C=N/Nc2cc(C)nc(-n3nc(C)cc3C)n2)ccc1O,1.7,i,-3,0,-2,13,9,-2,-4
CN(C)Cc1nc2c(c(=O)[nH]1)C1(CCCCC1)Cc1ccccc1-2,-0.7,i,0,-3,-9,18,-10,4,5
O=S(=O)(NCC1CC1)c1ccc(F)c(Cl)c1,-0.1,i,-3,0,-8,3,-2,-2,-2
CC1(C)CC(=O)c2cc(C(=O)Nn3cnnc3)c(=O)n(-c3ccccc3)c2C1,1.2,i,-6,0,-1,4,23,3,-10
Cc1cccc(-c2nc(CSCC(=O)N3CCN(c4ccccn4)CC3)c(C)o2)c1,-1.1,i,-12,-6,5,1,7,-27,-3
O=C(Nc1nnc(-c2ccc(Cl)cc2)o1)c1ccc(N2C(=O)CCC2=O)cc1,-0.6,i,-7,1,2,4,-10,2,-5
COc1ccccc1-n1c(Cc2cccs2)n[nH]c1=S,-1.8,i,-3,3,-1,-3,-2,0,-8
N#Cc1c(NC(=O)CN2CCCCC2)sc2c1CCC2,2.5,i,-2,-1,-6,2,-14,12,1
COc1ccc(/C=C/C(=O)NC(=S)NCCc2ccc(OC)c(OC)c2)cc1,1.4,i,-3,-4,1,1,-10,8,4
COC(=O)c1ccc(-n2c(C)ccc2-c2ccccc2)cc1,1.7,i,-14,-2,0,-1,14,-2,24
Cc1nn(C)c(C)c1CN(C)C(=O)C1c2ccccc2Oc2ccccc21,0.2,i,-3,2,7,-1,1,0,-3
Cc1cccc(N2CCN(Cc3nc(-c4ccc(F)cc4F)oc3C)CC2)n1,0.0,i,-8,-1,10,1,-3,6,0
C[C@@H]1CN([C@@H](C)CO)C(=O)Cc2cc(NC(=O)Nc3ccc4c(c3)OCO4)ccc2O[C@@H]1CN(C)C(=O)NC1CCCCC1,-0.7,i,-4,1,1,1,0,-2,0
Cc1ccc(C(=O)NN=C2CCCC2)cc1C,-0.8,i,1,-4,-1,0,-8,2,-5
Cc1ccc(NC(=O)c2sc3nc(N)c(C#N)cc3c2N)cc1,3.0,i,-6,-3,-12,-6,-29,8,-2
Cc1cc(C)cc(NC(=S)NC(=O)CCN2C(=O)c3ccccc3C2=O)c1,0.2,i,-2,-4,2,-6,-13,12,18
Cc1nn(-c2ccccn2)c2c1C(=O)CC(C)(C)C2Br (configuration not stated),-0.4,i,-2,0,-4,-6,-6,-8,0
CCOC(=O)C1CCCN(c2cc(C)nc3cc(-c4ccc(Cl)cc4)nn23)C1 (configuration not stated),0.4,/,-3,-2,-8,2,-2,11,30
CCN(CC)c1ccc(S(=O)(=O)N2CCOCC2)cc1NC(=O)COC(=O)/C=C/c1ccc(C)o1,3.1,i,-2,2,9,1,-18,21,22
NC(=O)N/C=C1\CCCOC1=O,-0.5,i,3,2,4,-1,5,-3,-7
COc1ccc(N(CC(=O)NCc2cccs2)S(=O)(=O)c2ccc(C(C)=O)cc2)cc1,-0.1,i,-7,3,1,2,18,-1,4
COc1ccc(C(=O)N/N=C(\Cc2ncc[nH]2)c2ccccc2)cc1,1.5,i,-8,3,-2,12,-2,-24,-13
COc1ccc(N(CC(=O)NCCSCc2c(F)cccc2Cl)S(C)(=O)=O)cc1OC,/,i,-4,2,1,1,4,1,-6
O=C1CCC(C(=O)N2CCCCCCC2)CN1Cc1cccc(C(F)(F)F)c1 (configuration not stated),1.6,i,-2,0,-13,0,6,5,-3
Cn1[nH]c(=O)c(Cl)c(Cl)c1=O,1.1,i,-4,0,4,0,14,12,-6
O=C(O)CN(Cc1ccccc1)S(=O)(=O)c1ccc2c(c1)OCCO2,0.1,i,-5,5,-2,-2,11,7,-2
COC(=O)c1ccccc1NC(=O)C1CC(c2ccc(F)cc2)=NO1 (configuration not stated),-1.6,i,-11,-4,-1,-2,-14,-30,21
CON=C1CCN(c2ncc(C(F)(F)F)cc2Cl)CC1,-1.0,i,-2,-2,-7,-5,2,-5,0
CC1CCCCN1C(=O)COC(=O)c1cc(Cl)c2c(c1)OCO2 (configuration not stated),0.6,i,-5,2,-2,4,2,6,-2
COc1cccc(NC(=O)CN(C)C(=O)CNC(=O)c2ccc3ccccc3c2)c1,-1.3,i,-2,2,-14,3,-3,14,-4
NC(=O)c1ccc(NCCc2ccco2)cc1,0.5,i,-9,0,-4,-4,-13,10,-2
OCCN1CCN(CCOc2cccc(Cl)c2)CC1,0.2,i,0,1,1,3,-2,7,-1
COc1ccc(Oc2nc(SC)nc3ccsc23)cc1,-0.5,i,0,-5,2,-4,21,-12,19
O=C(COC(=O)c1cccc(Br)c1)Nc1cccc(S(=O)(=O)N2CCCCC2)c1,0.0,i,4,0,-3,-1,3,-3,12
Cc1ccc(SCC(=O)NCc2ccccc2C)cc1,0.3,i,-3,-3,2,-2,-6,-8,1
CCc1c(C)[nH]c(=S)c(C#N)c1C,0.2,i,-1,-6,-5,-4,1,12,-1
COc1ccc(NC(=O)CN(c2ccc(OC)cc2)S(=O)(=O)c2ccc(OC)c(OC)c2)cc1,0.2,i,-3,-3,-9,-3,6,8,1
O=C(COC(=O)C1CCC1)NCc1ccc(Cl)cc1Cl,-1.0,i,-2,-3,-15,2,-3,-2,-6
CC(=O)c1cc2c(cc1N(C(=O)Cn1nnc3ccccc31)C(C(=O)NCCC(C)C)c1cccnc1)OCO2 (configuration not stated),0.5,i,-6,1,-5,2,-2,-12,-3
O=C1c2ccccc2-c2onc3ccc(Oc4ccccc4)c1c23,0.4,i,-3,0,-19,-69,-154,22,-2
O=C(NCc1ccc(F)cc1)c1ccc(N2CCOCC2)c([N+](=O)[O-])c1,-0.6,i,-4,0,4,1,-3,1,1
O=C(Cn1c(S(=O)(=O)Cc2ccccc2)nc2ccccc21)N1CCCCC1,-0.1,i,-6,1,1,-5,-8,4,-6
COc1ccc(CC(=O)N[C@@H](CCSC)C(=O)N2CCC3(CC2)NCCc2[nH]cnc23)cc1,-0.5,i,1,0,1,0,-2,-8,-7
Cc1cc(C)n2nc(C(=O)OCC(=O)Nc3cc(Cl)ccc3C)nc2n1,-0.7,i,-6,4,11,6,-8,-12,-5

# Further structures follow.
SMILES,MsrA inh,Neddyl block,MsrA act,Rin1-Abl PPI inh,E coli Lon inh,MT1-MMP act inh,CendR NRP1 mod,SKN-1 inh,FAS TE block
O=[N+]([O-])c1ccc2nc(CN3CCCCC3)[nH]c2c1,0.7,i,-1,1,-3,1,-2,0,3
CCOC(=O)C1CCN(S(=O)(=O)c2cccc(-c3cn4cccnc4n3)c2)CC1,1.7,/,-1,3,6,-1,-8,6,-5
C[C@H](CO)N1C[C@H](C)[C@H](CN(C)S(C)(=O)=O)OCc2cnnn2CCCC1=O,-0.2,i,-12,1,-10,15,3,-17,-9
CN(CCOc1ccccc1)Cc1ccccc1,/,i,-3,2,-4,2,8,14,2
Cc1ccc(C(=O)NC(Cc2c[nH]c3ccccc23)C(=O)O)cc1 (configuration not stated),-0.4,i,-2,-2,-6,-5,-6,24,-7
COc1ccc(NS(=O)(=O)c2ccc(/C=C/C(=O)O)cc2)cc1S(=O)(=O)N1CCOCC1,-1.5,i,-3,-3,-8,11,5,3,-6
O=[N+]([O-])c1cccc(-c2nnc(-c3ccccc3F)o2)c1,0.4,i,-2,-1,3,-2,6,-7,30
O=C(CC1(O)CCCCC1)OC1CCCC1,/,i,-3,-2,-6,1,1,8,-2
CC(=O)N1CCN(Cc2nc(-c3cccc(Cl)c3)no2)CC1,-0.3,i,-4,-1,1,-1,0,2,1
CCc1ccc([C@@H]2C[C@H]3[C@@H](CN2S(=O)(=O)c2ccc(C)cc2)C(=O)C[C@@H](c2ccccc2F)N3S(=O)(=O)c2ccc(C)cc2)cc1,0.6,i,-1,-2,0,-1,-2,18,26
S=c1[nH]nc(Cn2cnc3ccccc32)n1-c1ccccc1Cl,-0.7,i,1,-3,1,-2,-83,21,-4
Cc1ccccc1NC(=O)c1onc2c1CCCC2,-0.4,i,1,4,-2,-5,12,-5,-5
COc1ccc(NC(=O)CCN2CCN(S(=O)(=O)c3ccc(OC)cc3)CC2)cc1,0.3,i,-1,-1,-2,3,1,8,4
CC(C)(C)c1ccc(CSc2nnc(-c3ccccc3NC(=O)c3ccccc3)o2)cc1,1.9,i,-3,-1,-8,-5,-10,7,24
COCCOc1ccc(C(F)(F)F)cc1N,2.2,i,-1,2,6,1,-4,-1,-7
COc1cc2c(cc1OC)C1c3ccc(OC)c(OC)c3OCC1(O)C2 (configuration not stated),0.3,i,-3,1,-16,-2,-3,13,-4
Cc1cccc(C)c1NC(=O)CN1C(=O)COc2ccccc21,-0.7,i,-4,-1,-12,-1,0,10,-7
CCc1ccc(C(=O)CN2C(=O)NC(C)(CCc3ccccc3)C2=O)cc1 (configuration not stated),0.3,i,-2,-1,-3,-3,-15,7,20
O=C(Nc1ncccn1)C1c2ccccc2Oc2ccccc21,-0.1,i,1,2,7,-5,-17,6,-5
CC(C)Sc1snnc1-c1ccccc1,0.2,i,-17,6,-8,2,2,0,6

# In the list so far, these have a cyano group.
SMILES,MsrA inh,Neddyl block,MsrA act,Rin1-Abl PPI inh,E coli Lon inh,MT1-MMP act inh,CendR NRP1 mod,SKN-1 inh,FAS TE block
N#Cc1c(NC(=O)CN2CCCCC2)sc2c1CCC2,2.5,i,-2,-1,-6,2,-14,12,1
Cc1ccc(NC(=O)c2sc3nc(N)c(C#N)cc3c2N)cc1,3.0,i,-6,-3,-12,-6,-29,8,-2
CCc1c(C)[nH]c(=S)c(C#N)c1C,0.2,i,-1,-6,-5,-4,1,12,-1

# Later entries.
SMILES,MsrA inh,Neddyl block,MsrA act,Rin1-Abl PPI inh,E coli Lon inh,MT1-MMP act inh,CendR NRP1 mod,SKN-1 inh,FAS TE block
Cc1noc(C)c1S(=O)(=O)N1CCC(C(=O)NCCN2CCC(C)CC2)CC1,-1.0,i,-5,2,-13,-3,14,-20,-7
N/C(=N\OC(=O)c1ccc(Br)o1)c1cccnc1,0.1,i,-7,-2,-2,-1,2,42*,-5
Cc1cc(C)cc(Nc2nc3ccc(C)cc3n3cnnc23)c1,0.6,/,-2,2,-70,4,6,11,5
OCCN1CCN(c2ncnc3nc[nH]c23)CC1,-0.2,i,-7,3,-1,1,4,0,-9
Cc1ccc(NC(=O)CN(C)S(=O)(=O)c2cccc3cccnc23)cc1C,-0.7,i,-1,2,-5,2,11,-2,3
